# Assay outcomes: PubChem, National Center for Advancing Translational Sciences (NCATS)
# Imprint erasure: inducers of genomic imprint erasure in mouse ES cells. mouse ES Peg3-LacZ reporter, beta-gal luminescence, 40 h. Potency, µM (doses to about 60.7 µM), inactives show at the top dose activity change, positive = activation, actives largely listed as activators. AID 1948. 110,000 tested, 0.02% active;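 note: 0% = negative control wells on the plate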
#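 Imprint erasure is scored as LacZ activity from the silenced maternal Peg3 allele in feeder-free female ES cells cultured 40 h with LIF. Luminescence is normalized to in-plate negative controls and fitted to the Hill equation.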
# IkB signaling: suppresses IkB signaling in ABC-DLBCL reporter cells | ABC-DLBCL IkBa-CBG/CBR dual luciferase ratio, 4 h; response scale: scaled: untreated 0%, proteasome inhibitor 100% | Potency, µM (series often up to 57.1 µM), inactives show top-dose IkBa stabilization activation | 110,000 tested, 0.04% active; active = well fitted curve in the direction sought with a large enough effect in the signal ratio, not every such curve was filed as active; inconclusive = small, poorly fitted or top-dose-only effect, or a change in a side signal; the % refers to the signal ratio;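 note: the direction sought is a rising ratio; 0% = basal untreated cells and 100% = reference inhibitor full response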
#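 Luminescence ratio of IκBα-fused green versus native red beetle luciferase in OCI-Ly3 cells, 4 h post-doxycycline with compound; red signal alone, scaled from basal (0%) to zero light (-100%), flagged nonspecific or cytotoxic effects.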
# p53ts 39C tox: cytotoxicity in p53ts cells at nonpermissive temperature; Potency, µM (doses to about 46.1 µM), for the others: at the highest dose activity change, negative = cell killing, hits mostly cytotoxic; 130,000 tested, 1.5% active; H1299-p53A138V viability at 39C, ATP luminescence, 24 h; note: nearly all actives have a fitted effect of over 55% in size
# p53ts 32C kill: kills p53ts cells at the permissive temperature; H1299-p53A138V at 32C, ATP luminescence viability, 24 h; Potency, µM (top dose mostly 46.1 µM), for the others: top-dose activity change, negative = cytotoxicity, usual class: cytotoxic; 130,000 tested, 0.93% active; AID 924;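 note: 0% = DMSO and -100% = full killing by reference compound; nearly all actives have a fitted effect of over 55% in size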
#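 Viability by ATPlite luminescence after 24 h compound treatment (up to 46 uM) at the permissive 32C. Cells are H1299 carrying p53 A138V. Scale runs from DMSO basal to 100 uM tamoxifen as full kill; AC50 from Hill fits.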
# Numbers without * were called inactive; ? = inconclusive; nt = no result given; & = joins results of further samples; [ ] = dose if it differs, or a comment. Unless noted, calls come from the whole dose curve; as a rule, active = well fitted curve in the direction sought with a large enough effect; inconclusive = small, poorly fitted or top-dose-only effect, or another doubt; inactive = no such curve, though single readings can be large; an effect the other way counts as inactive or inconclusive. Unless noted, % is set by controls: 0 for no effect and ±100 for the full control effect; potency is the fitted concentration of half-maximal effect.
SMILES,Imprint erasure,IkB signaling,p53ts 39C tox,p53ts 32C kill
COc1ccc(C)cc1NC(=O)C1COc2ccccc2C1 (stereo not drawn),-7%[10.9 µM],-2.9%,4%,-7%
COc1ccccc1CNC(=O)Cn1cc2c(n1)-c1c(oc(C(=O)N3CCOCC3)c1C)CC2,-5%[10.9 µM],?,1%,3%
Cc1cc(Nc2ccc(Cl)cc2)n2cnnc2n1,-1%[10.9 µM],?,-9%,0%
O=C(CCN1CCCCCC1)c1ccccc1,nt,nt,5%,2%
O=C1Nc2ccc(S(=O)(=O)N3CCOCC3)c3cccc1c23,-14%,2.7%,5%,2%
CCCCCCC/C=C/C1=CC2(C)CC1(C)C(CCCCCCC)CC2=O (stereo not drawn),nt,nt,1%[9.22 µM],-3%[9.22 µM]
Cc1cccc(OCCCC(=O)Nc2ccc(S(=O)(=O)Nc3onc(C)c3C)cc2)c1C,-12%,8.4%,-3%,-8%
Cc1ccc(-c2c(C(=O)N3CCN(c4cccc(C)c4C)CC3)oc(=O)c3ccccc23)cc1,21%[10.9 µM],-2.3%,15%,7%
CCOc1ccc(N2CC(NC(=O)c3ccc(Cl)cc3)CC2=O)cc1 (stereo not drawn),4%[10.9 µM],-3.5%,?,-4%
Cc1nc(-c2ccc(F)cc2)sc1CCNC(=O)C(=O)Nc1ccc2c(c1)OCO2,-11%[10.9 µM],-2.4%,-12%,-18%
c1ccc(Nc2nc(-c3cccnc3)cs2)nc1,-81%[inhibitor],?,16µM*,?
COc1ccc(N=c2scc(-c3ccc(S(=O)(=O)N4CCOCC4)cc3)n2CCCO)cc1,-13%,-0.3%,3%,1%
O=C(OCc1cc(=O)n2nc(-c3cccs3)sc2n1)c1ccc(Cl)cc1,-16%[10.9 µM],?,5%,-3%
Cc1ccc(-c2nnc3ccccc3c2C(=O)Nc2ccc(C)c(F)c2)cc1,-13%[10.9 µM],0.7%,-3%,3%
Cc1ccc(-c2c(C(=O)Nc3ccccc3F)oc(=O)c3ccccc23)cc1,-11%[10.9 µM],?,-17%,3%
CCOc1ccc(CNS(=O)(=O)c2ccc(-c3coc(C)n3)cc2)cc1OC,?,2.3%,?,0%
COC(=O)c1cc2sccc2n1Cc1c(C)cc(C)cc1C,10%[10.9 µM],0.2%,-7%,8%
COc1ccccc1NC(=O)c1sc2ncn(Cc3ccccc3Cl)c(=O)c2c1C,?,1.0%,4%,13%
COc1ccc(NC(=O)c2cnn3c(C(F)(F)F)cc(-c4ccco4)nc23)cc1OC,3%,-0.5%,-4%,0%
Nc1nc2ccccc2nc1N,-8%,5.3%,-3%,2%
CCOc1ccc(-c2nn[nH]n2)cc1,-38%[inhibitor],-0.8%,?,?
Cc1ccc2oc3c(c(=O)c2c1)C(c1cccc(O)c1)N(c1ccccn1)C3=O (stereo not drawn),-20%,3.7%,9%,8%
COc1cc(Cn2c(-c3nonc3N)nc3ccccc32)ccc1C,-26%,1.3%,-11%,-9%
COCCNc1ccc(-c2nc(-c3ccncc3)no2)cc1[N+](=O)[O-],-4%[10.9 µM],1.6%,17%,-4%
COc1ccccc1CNC(=O)c1cc2cc(C)ccc2n1C,-4%[10.9 µM],0.1%,-18%,?

# The list continues.
SMILES,Imprint erasure,IkB signaling,p53ts 39C tox,p53ts 32C kill
COCCn1c(-c2ccccc2F)n[nH]c1=S,20%,2.0%,-1%,9%
Cc1ccc(NC(=O)NCCOCCn2c(=O)oc3ccccc32)cc1C,-20%[10.9 µM],1.7%,-18%,-14%
CN1C(=O)CCC1c1cccnc1 (stereo not drawn),-8%&0%&8%,nt,4%&-4%,1%&3%
N#Cc1c(N2C(=O)C3C4C=CC(C4)C3C2=O)sc2c1CCC2 (stereo not drawn),-6%,?,5%,-4%
CC(Oc1ccc(Cl)cc1Cl)c1nc(-c2ccc(NC(=O)c3ccncc3)cc2)no1 (stereo not drawn),nt,nt,-4%,-10%
CCC(CC)C(=O)NCCNC(=O)C(CC)CC,-9%,-3.0%,27%,6%
COc1ccc(CNC(=O)C(=O)NCC(c2ccco2)S(=O)(=O)c2ccc(Cl)cc2)cc1 (stereo not drawn),20%[10.9 µM],-1.4%,19%,3%
Cc1cc(C(=O)N2CCN(S(C)(=O)=O)CC2)cs1,nt,nt,4%,-2%
COc1cc(C(=O)NCC2CCCO2)cc(OC)c1OC (stereo not drawn),nt,nt,6%,9%
CC1=Nn2c(nnc2-c2ccc(F)cc2)SC1,-7%,1.5%,2%,4%
O=C(C1CCN(S(=O)(=O)c2cnc[nH]2)CC1)N1CCN(Cc2ccc3c(c2)OCO3)CC1,-9%,-0.4%,-2%,7%
COc1cccc(CNC(=O)CCCN2C(=O)CSc3c2c(C)nn3-c2ccccc2)c1,-14%[10.9 µM],?,-13%,6%
CCC(=O)N(Cc1cc2cccc(C)c2[nH]c1=O)c1ccccc1OC,-3%,1.9%,8%,0%
CCOC(=O)c1cn(CC(=O)Nc2ccc3c(c2)OCCO3)nn1,-4%,0.0%,-3%,2%
Cc1ccc(S(=O)(=O)C(CNS(=O)(=O)c2ccc(F)c(C)c2)c2cccs2)cc1 (stereo not drawn),-9%[10.9 µM],1.8%,-20%,-10%
C[C@@H](C(=O)NCc1ccccc1)[C@H]1C[C@]1(C)[C@H](NC(=O)OCc1ccccc1)c1ccccc1,-15%,nt,-5%,0%
CCOC(=O)c1c(NC(=O)c2nn(CC)cc2Br)sc(C)c1C,-6%,2.3%,-8%,1%
COCCNC(=O)C(c1cccs1)N(CCc1ccccc1)C(=O)Cn1nnc2ccccc21 (stereo not drawn),-7%,1.1%,6%,0%
CCOc1ccc(-n2ccnc2SCC(=O)Nc2cccc3ccccc23)cc1,-10%[10.9 µM],?,?,-1%
O=C(CSc1nnc(-c2c[nH]c3ccccc23)n1-c1ccc(F)cc1)NCc1ccco1,-10%,?,-12%,3%
COc1ccc(CN2CCOCC2)cc1Br,5%,-1.1%,1%,-3%
COc1cccc(C(c2sc3nc(-c4ccco4)nn3c2O)N2CCC(O)CC2)c1 (stereo not drawn),22%[10.9 µM],3.5%,24%,14%
COc1ccc(-n2c(SCc3ccc(C#N)cc3)nnc2-c2ccccn2)cc1,-6%,1.8%,7%,1%
O=C(NCc1ccccn1)C1COc2ccccc2O1 (stereo not drawn),-8%,-4.4%,12%,11%
CC(=O)c1c(C)oc(C)c1CSCc1ccc(C(=O)O)o1,-6%,3.3%,6%,4%

# Further records follow.
SMILES,Imprint erasure,IkB signaling,p53ts 39C tox,p53ts 32C kill
Cc1noc(C)c1S(=O)(=O)N(CC(=O)NCCc1ccccc1)c1ccc(C(C)C)cc1,-7%[10.9 µM],-2.3%,-7%,-2%
CCCCn1nc(NC(=O)c2cccs2)c2cc3cc(OC)ccc3nc21,-17%,?,7%,-6%
O=C(c1ccc2c(Cl)c3c(nc2c1)CCCC3)N1CCN(c2cccc(Cl)c2)CC1,-5%[10.9 µM],?,?,27%
Cc1ccccc1OCC(O)Cn1c(NCc2ccco2)nc2c1c(=O)[nH]c(=O)n2C (stereo not drawn),-5%,0.8%,20%,-22%
COc1c(C)cc(S(=O)(=O)NCCc2c(C)[nH]c3ccccc23)c(C)c1C,5%[10.9 µM],?,-18%,-11%
Cc1cc(C)cc(-n2c(SCC(=O)N3CCCCC3)nc3c([nH]c4ccccc43)c2=O)c1,9%[10.9 µM],1.2%,-29%,2%
CCN(CC)CC(=O)c1c[nH]c2ccc(C)cc12,-7%,3.8%,-10%,-2%
CCOC(=O)N1CCN(c2nc3ccccc3nc2C(C#N)C(=O)NCCc2ccccc2)CC1 (stereo not drawn),-8%,1.1%,-4%,4%
CC1Cc2ccccc2N1Cc1cc(=O)n2ccsc2n1 (stereo not drawn),0%,1.6%,-3%,9%
COc1ccc(C(C(=O)NC(C)(C)C)N(Cc2cccs2)C(=O)CCC(=O)Nc2cc(C)on2)cc1 (stereo not drawn),nt,nt,16%,3%
O=C(NCCCN1CCCC1=O)c1csc2ccccc12,-1%,0.8%,-1%,0%
CN(C)CC1(c2ccccc2)CCCC1,3%,0.0%,5%,7%
Cc1ccc(NC(=O)Cn2c(=O)n(CCCCC(=O)NCCc3ccc(Cl)cc3)c(=O)c3ccccc32)cc1,-6%[10.9 µM],-0.6%,9%,-6%
Cc1oc2ncn(C)c(=O)c2c1C(=O)NCCCN1CCCCC1C (stereo not drawn),-6%[10.9 µM],4.3%,8%,-1%
CCCn1c(NCc2ccco2)nc2c1c(=O)n(C)c(=O)n2C,nt,nt,8%,2%
O=C(NCCc1ccccc1)c1cc(Sc2ccc(F)cc2F)nc2ccccc12,5%[10.9 µM],0.1%,-29%,-14%
COc1ccc(CCNC(=O)C(=O)N2CCCCC2)cc1OC,nt,nt,-1%,3%
CCCCN(CC)C(=O)CCNS(=O)(=O)c1ccc2c(c1)c(=O)n(C)c(=O)n2C,-4%[10.9 µM],?,-14%,0%
CCOC(=O)C1Cc2ccccc2CN1 (stereo not drawn),6%,0.3%,-4%,1%
C1CCN(c2nc(N3CCCCC3)nc(N3CCNCC3)n2)CC1,6%,-0.5%,13%,-2%
CS(=O)(=O)N1CCCC(C(=O)NCCc2ccc(Cl)cc2)C1 (stereo not drawn),10%,-0.7%,0%,5%
Cc1cc(F)ccc1NC(=O)CCS(=O)(=O)c1ccc2c(c1)NC(=O)CO2,22%[10.9 µM],-0.3%,-10%,-2%
O=C(O)Cn1c(SC2CCCCC2)nc2ccccc21,-1%,0.5%,3%,0%
CCOC(=O)c1c(C)[nH]c(C)c1S(=O)(=O)N1CCCC(C(=O)NCc2cccc(OC)c2)C1 (stereo not drawn),-10%[10.9 µM],-1.4%,5%,-4%
CCC(C(=O)OCc1cc(=O)n2nc(CCOC)sc2n1)c1ccccc1 (stereo not drawn),-9%[10.9 µM],?,-6%,-3%

# Next section
Compound	Imprint erasure	IkB signaling	p53ts 39C tox	p53ts 32C kill
CC(Oc1ccc(F)cc1)C(=O)N1CCC(c2nc3ccccc3s2)CC1 (stereo not drawn)	-7%[10.9 µM]	?	-18%	-5%
COc1ccc(-c2cnc(SCC(=O)Nc3cc(C)on3)n2Cc2ccco2)cc1	-12%	?	-14%	-8%
COCCn1c(COc2ccc(OC)cc2)nc2ccccc21	-32%[inhibitor]	2.0%	-22%	-22%
CN(CC(=O)Nc1ccc2c(c1)OCCO2)S(=O)(=O)c1cccc2cccnc12	-17%	?	-5%	-7%
COC(=O)CSc1n[nH]c(-c2ccncc2)n1	-20%	0.2%	11%	7%
COc1cc2c(=O)n(Cc3ccccc3Cl)c(=O)n(CC(=O)Nc3ccc(C)c(C)c3)c2cc1OC	-5%[10.9 µM]	?	-4%	4%
CC1(C)CC2CC(C)(CN2C(=O)c2cc(-c3ccccc3O)on2)C1 (stereo not drawn)	-14%	7.3%	-8%	4%
Cn1c(=O)oc2cc(S(=O)(=O)N3CCC(C(=O)NCc4ccccc4Cl)CC3)ccc21	?	0.0%	-9%	4%
Cc1cc(C)cc(NC(=O)C2CCCN(c3nnc(C)c4c(C)n(-c5ccccc5)nc34)C2)c1 (stereo not drawn)	-3%[10.9 µM]	?	-12%	3%
COc1ccc(-c2nnc(SCC(=O)NC(=O)NCc3ccco3)o2)cc1	-11%	1.6%	-7%	12%

# Record cards, as listed above. Screens in order: Imprint erasure | IkB signaling | p53ts 39C tox | p53ts 32C kill
# Cc1noc(C)c1S(=O)(=O)N(CC(=O)NCCc1ccccc1)c1ccc(C(C)C)cc1 is entered as -7%[10.9 µM] | -2.3% | -7% | -2%
# COc1ccccc1NC(=O)c1sc2ncn(Cc3ccccc3Cl)c(=O)c2c1C is entered as ? | 1.0% | 4% | 13%
# Cc1nc(-c2ccc(F)cc2)sc1CCNC(=O)C(=O)Nc1ccc2c(c1)OCO2 is entered as -11%[10.9 µM] | -2.4% | -12% | -18%
# CCOc1ccc(-n2ccnc2SCC(=O)Nc2cccc3ccccc23)cc1 is entered as -10%[10.9 µM] | ? | ? | -1%

# The order is random. Share with any hit: about 1.7%.
